Source: PubChem (National Center for Advancing Translational Sciences (NCATS))
GALK inhibitor = blocks human galactokinase activity; Purified GALK, Kinase-Glo residual ATP luminescence; Potency, µM (highest dose often 57.5 µM), without a hit: at the top dose activity change, negative = inhibition, most hits filed as inhibitors; 270,000 tested, 0.007% active; further: potency means the concentration at half of the fitted maximal effect; on the % scale 0 is the no-effect control and ±100 the full control effect
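5 nM enzyme, 35 uM ATP, 100 uM galactose, 20 mM HEPES pH8.0, 5 mM MgCl2; 1 h RT; residual ATP by Kinase-Glo Plus luminescence, qHTS format.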
USP2a block = USP2a (human) protease inhibition; USP2 core, Ub-CHOP2 coupled fluorogenic reporter, 485/531; O75604; 330,000 tested, 0.01% active; Potency, µM (titrated, usually from 38.3 µM), without a hit: top-dose activity change, negative = inhibition, actives largely listed as inhibitors; AID 463254;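 further: potency means the concentration at half of the fitted maximal effect; plate controls were DMSO wells for no effect and full inhibition by NEM control for full effect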
Target sequence (O75604 whole entry, looked up): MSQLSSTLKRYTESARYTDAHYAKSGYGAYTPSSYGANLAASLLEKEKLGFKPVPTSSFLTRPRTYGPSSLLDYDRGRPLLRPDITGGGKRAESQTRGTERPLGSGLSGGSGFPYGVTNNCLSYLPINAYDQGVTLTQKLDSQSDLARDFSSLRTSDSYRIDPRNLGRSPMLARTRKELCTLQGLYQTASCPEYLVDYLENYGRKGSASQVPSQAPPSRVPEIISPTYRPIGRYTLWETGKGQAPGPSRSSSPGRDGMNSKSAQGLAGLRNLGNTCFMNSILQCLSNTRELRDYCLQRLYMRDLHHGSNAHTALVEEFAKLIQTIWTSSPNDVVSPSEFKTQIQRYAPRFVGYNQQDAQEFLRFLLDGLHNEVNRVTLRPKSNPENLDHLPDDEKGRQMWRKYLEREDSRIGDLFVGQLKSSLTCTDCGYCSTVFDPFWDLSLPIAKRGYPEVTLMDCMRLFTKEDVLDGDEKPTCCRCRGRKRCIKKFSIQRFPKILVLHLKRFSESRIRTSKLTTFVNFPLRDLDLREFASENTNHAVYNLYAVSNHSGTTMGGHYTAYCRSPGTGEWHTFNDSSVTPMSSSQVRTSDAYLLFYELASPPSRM
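Deubiquitinase activity read as fluorescence (485/531 nm) after Ub-CHOP2 cleavage activates the enterokinase reporter on its substrate; USP2 core 10nM, Ub-CHOP2 and substrate 25nM each, 30min compound preincubation then 60min RT; data normalized to NEM, curves fitted.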
TRPV1 ag = activates the human vanilloid receptor TRPV1; Q8NER1; TRPV1-expressing cells, Fluo-8 calcium influx, agonist mode; activation, % at 8.33 µM; 320,000 tested, 0.19% active; in the data active means activation above about 80%; inconclusive means between about 30% and that limit; further: 0% is about no effect
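Fluo-8 calcium influx in TRPV1-expressing cells, kinetic read (ex 480/em 520 nm). Compound added and read 3 min for agonist activity, followed by capsaicin at EC20 final and 2 min further read for enhancement.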
FBPA coupling cs = coupling enzyme interference in Giardia aldolase counter-screen; coupling enzyme system counterscreen, AmpLite Red fluorescence; activity change, negative = inhibition, % at 58.2 µM, hits read low; 290,000 tested, 0.67% active; in the data active means activity change below about -30%; further: on the % scale 0 is the no-effect control and ±100 the full control effect
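Counterscreen of the coupled detection system alone, without aldolase: glyceraldehyde-3-phosphate coupling enzymes plus AmpLite Red readout. Compounds at 57.5 uM final, 10 min RT preincubation, 20 min RT reaction, fluorescence 525/598 nm.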
KCNH2 WT inh = blocks the wildtype human KCNH2 potassium channel. Q12809. U2OS, BacMam KCNH2, thallium flux FluxOr; hits give low values. activity change, % at 1.84 µM. 340,000 tested, 0.37% active;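 active means maximum activity change below -70%; inconclusive means maximum activity change between -70% and -50%; inactive means maximum activity change above -50%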; further: on the % scale 0 is the no-effect control and ±100 the full control effect
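U2OS cells transduced with wild-type KCNH2 virus are loaded with FluxOr dye for 45 min, and thallium flux is measured in kinetic reads before and after stimulation buffer. Rate constants are normalized to DMSO controls.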
Giardia killer = Giardia lamblia killing; Giardia lamblia trophozoite viability; activity change, % at 7.66 µM, hits read low; 340,000 tested, 0.15% active; in the data active means activity change below about -80%; inconclusive means between about -30% and that limit;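 further: parasites exposed to compound for two days anaerobically before the ATP read; on the % scale 0 is the no-effect control and ±100 the full control effect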
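Anaerobic 48 hrs incubation at 37 deg C of 100 trophozoites/well with test compounds; ATPLite 1-Step luminescence, 15-30 min RT, reports cellular ATP as viability.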
MLL CXXC-DNA inh = MLL CXXC-DNA interaction inhibition; Q03164; Potency, µM (highest dose often 115 µM), for the others: at the highest dose activity change, negative = inhibition, usual class: inhibitors; 290,000 tested, 0.037% active; AID 2662; MLL-CXXC / FITC-HOXA9 DNA fluorescence polarization; active means well fitted inhibition curve with a large enough effect in the polarisation, with a control signal flat, not every such curve was filed as active; inconclusive means small, poorly fitted or top-dose-only effect, or effect the other way, or a change in a side signal; inactive means no such curve, though single readings can be large or run the other way; the % refers to the polarisation; further: potency means the concentration at half of the fitted maximal effect
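Fluorescence polarization: 7 uM MLL-CXXC (stock) preincubated 5 min with compounds, then 50 nM fluorescein-HOX-A9 DNA (stock) added; 30 min ambient. Buffer 50 mM Tris-HCl pH 7.5, 50 mM NaCl, 1 mM DTT, 0.05% BSA.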
KCNH2 3.1 inh = blocks the human KCNH2 3.1 channel isoform; 340,000 tested, 0.95% active; U2OS KCNH2 3.1, thallium flux FluxOr; hits give low values; activity change, % (tested at about 1.8 µM);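 active means maximum activity change below -70%; inconclusive means maximum activity change from -70% to -50%; inactive means maximum activity change above -50%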;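 further: thallium influx rate constant from kinetic fluorescence after stimulation buffer; on the % scale 0 is the no-effect control and ±100 the full control effect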
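Thallium flux via FluxOr fluorescence (Red40 quencher, 45 min loading) in U2OS cells virally expressing the KCNH2 3.1 isoform (1.77 x 10^8 /mL virus, overnight at 37 C). Rate constants from 2-min kinetic reads post-stimulation, normalised to positive and negative controls.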
B2AR arrestin = beta2AR (human) beta-arrestin recruitment activity; P07550; beta-arrestin recruitment to beta2AR, cell-based reporter; Potency, µM (doses to about 46.1 µM), for inactives: at the highest dose activation, hits mostly activators; 330,000 tested, 0.02% active; AID 492947;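 further: potency means the concentration at half of the fitted maximal effect; 0% = DMSO controls and full agonism = EC100 isoproterenol or metaproterenol; nearly all actives have a fitted effect of over 65% in size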
Target sequence (P07550 whole entry, looked up): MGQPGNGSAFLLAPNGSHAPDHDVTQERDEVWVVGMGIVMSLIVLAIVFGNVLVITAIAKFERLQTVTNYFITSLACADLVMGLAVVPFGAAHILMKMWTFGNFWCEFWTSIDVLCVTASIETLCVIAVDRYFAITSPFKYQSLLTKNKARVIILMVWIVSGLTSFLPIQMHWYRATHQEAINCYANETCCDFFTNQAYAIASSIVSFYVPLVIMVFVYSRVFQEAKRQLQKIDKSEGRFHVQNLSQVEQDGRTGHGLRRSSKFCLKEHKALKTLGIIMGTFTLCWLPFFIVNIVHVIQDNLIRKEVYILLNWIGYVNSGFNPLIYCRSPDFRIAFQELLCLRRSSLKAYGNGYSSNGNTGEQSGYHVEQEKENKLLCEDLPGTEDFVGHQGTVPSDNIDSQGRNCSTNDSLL
Menin-MLL TR inh = displaces Texas Red mutant MLL peptide from human menin; Menin + Texas Red MLL mutant peptide, fluorescence polarization; Potency, µM (top dose mostly 61.6 µM), for inactives: at the top dose FP activity change, negative = inhibition, most hits filed as inhibitors; 270,000 tested, 0.23% active; active means well fitted inhibition curve with a large enough effect in the polarisation, with a control signal flat, not every such curve was filed as active; inconclusive means small, poorly fitted or top-dose-only effect, or effect the other way, or a change in a side signal; inactive means no such curve, though single readings can be large or run the other way; the % refers to the polarisation; further: potency means the concentration at half of the fitted maximal effect; % of control where 0% means no effect; many of its hits are not listed in these tables
PKM2 activator = increases activity of human pyruvate kinase M2 | Potency, µM (doses to about 57.5 µM), inactives show at the top dose activation, most hits filed as activators | 260,000 tested, 0.34% active | purified PKM2, Kinase-Glo ATP luminescence, activation; response scale: 0% is enzyme alone, no compound | P14618 | AID 1631; further: potency means the concentration at half of the fitted maximal effect; on the % scale 0 is the no-effect control and ±100 the full control effect; nearly all actives have a fitted effect of over 55% in size
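hPK-M2, >95% pure; 0.1 mM ADP / 0.5 mM PEP final; imidazole pH7.2 buffer w/ 7 mM MgCl2, 50 mM KCl; 1 h RT; Kinase-Glo lum. Intermediate enzyme activity for dual inhibitor/activator qHTS.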
* hit, by the source's call; ? = inconclusive; . = not tested or not shown; [ ] = another dose, or the depositor's remark. Unless noted, the call rests on the fitted dose curve; in most records, active means well fitted curve in the direction sought with a large enough effect; inconclusive means small, poorly fitted or top-dose-only effect, or another doubt; inactive means no such curve, though single readings can be large; an effect the other way counts as inactive or inconclusive.

SMILES	GALK inhibitor	USP2a block	TRPV1 ag	FBPA coupling cs	KCNH2 WT inh	Giardia killer	MLL CXXC-DNA inh	KCNH2 3.1 inh	B2AR arrestin	Menin-MLL TR inh	PKM2 activator
COc1ccc(CN(C(=O)c2cc3ccccc3oc2=O)C2CCCC2)cc1	-3%	2%	9	0	3	-11	?	10	-0.8%	-26%	-10%
CS(=O)(=O)Nc1ccc(C(=O)Nc2ccc(S(=O)(=O)N3CCCCC3)cc2)cc1	-1%	0%	?	.	10	8	0%	.	0.2%	.	-9%
O=C(NC1=NCCS1)c1cc(-c2ccc(F)cc2)nc2ccccc12	0%	3%	?	0	-8	22	-2%	-7	-0.3%	61%[activator]	-17%
COC(=O)CSc1nnc(COc2cccc3ccccc23)o1	-1%	-1%	1	2	-1	-20	0%	-18	0.4%	7%	4%
CCn1c(SCc2ccc(C)cc2)nnc1-c1cnccn1	7%	3%	1	-6	-1	-5	-4%	3	-0.7%	0%	0%
Cc1cc(C)cc(-n2c(SCC(=O)NCc3ccc4c(c3)OCO4)nc3ccccc3c2=O)c1	1%	0%	27	-2	3	-19	2%	-1	-0.2%	7%	5%
Cc1cc(C)nc(SCc2nnc(SCc3ccc([N+](=O)[O-])cc3)n2Cc2ccco2)n1	-2%	3%	1	0	2	4	22%	-23	-0.5%	-23%	-1%
c1ccc(Cn2nnc3c(Nc4ccc5c(c4)OCO5)nc(C4CC4)nc32)cc1	1%	-1%	-4	1	4	1	3%	4	0.1%	37%[activator]	-19%
COc1ccc(CNC(=O)CN2C(=O)CC(c3ccccc3)=Nc3ccccc32)cc1	-1%	-2%	8	3	0	4	-4%	-5	-2.3%	?	1%
Cc1noc(C)c1CSc1nnc(-c2cc(Cl)ccc2Cl)n1N	3%	1%	7	1	-9	17	-3%	5	-0.8%	6%	0%
O=C(O)c1cnn(-c2ccccc2)c1-c1ccccc1	0%	4%	-2	-2	-2	-1	-6%	-3	0.0%	4%	4%
CC(C)(C)c1nnc(NC(=S)Nc2ccccc2)s1	1%	3%	9	-1	0	-17	-19%	-3	3.3%	-11%	-31%
Cc1ccccc1N1CCN(C(=O)CN2C(=O)c3ccccc3C2=O)CC1	2%	-3%	10	-1	0	-5	-1%	-3	0.0%	-10%	3%
CCCc1cc(C(=O)Cc2nc3ccccc3s2)c(O)cc1O	-6%	3%	0	.	8	?	-6%	-3	-0.5%	?	13%
CC(C)NC(=O)Nc1cccc2c1O[C@H](CN(C)C(=O)NC(C)C)[C@@H](C)CN([C@H](C)CO)C2=O	.	2%	.	.	-12	-5	.	-3	-2.1%	.	.
O=C(NCc1ccco1)c1ccc(CNc2c(N3CCCCC3)c(=O)c2=O)cc1	.	1%	2	0	-10	-1	8%	17	-0.6%	0%	1%
CCOc1ccc(N(CC(=O)NC(C)CC)S(C)(=O)=O)cc1 (stereo not given)	1%	-1%	2	8	4	-10	3%	2	-0.6%	4%	-2%
CN1CCN(c2nc(NCc3ccco3)nc(N)c2[N+](=O)[O-])CC1	-2%	2%	-1	-4	8	-9	-7%	-8	-0.9%	.	-5%
N=c1ccn(Cc2cccc(Cl)c2)cc1	2%	0%	-5	4	-3	-18	-3%	-3	0.0%	-1%	3%
CCN(CC)C(=O)c1[nH]cnc1C(=O)NCc1ccccc1	.	0%	.	.	-5	19	.	-11	-1.3%	.	.
Cc1ccc(F)c(CNC(=O)C2CCC(=O)N(CCCN3CCCC3=O)C2)c1F (stereo not given)	-4%	1%	-1	.	15	9	0%	-1	-0.2%	.	.
COc1cccc(-c2nc3cc(C)ccc3o2)c1	1%	-8%	-4	6	7	-10	-2%	2	0.4%	-4%	-25%
CC(=O)Nc1ccc(S(=O)(=O)NCCCc2ccccc2)cc1	3%	0%	3	1	6	15	-4%	-3	0.3%	25%	-2%
CCOc1ccnc2c1c(=O)n(Cc1cc(OC)cc(OC)c1)c(=O)n2C	4%	1%	12	13	-12	-3	5%	22	-0.4%	1%	.
CCCCC(=O)Nc1ccccc1Oc1ccccc1	3%	-3%	11	1	5	-16	6%	-5	0.2%	-15%	-7%
CC(C)Sc1nc(N2CCOCC2)c2c(c1C#N)CC(C)(C)SC2	0%	4%	?	6	-5	-4	-1%	-19	-1.1%	0%	0%
CN(CCO)c1ccc(-c2nn(C)c(=O)c3ccccc23)cc1[N+](=O)[O-]	-2%	0%	3	1	0	-10	12%	0	-1.2%	.	1%
Cc1cccc(NC(=O)C2CCN(S(=O)(=O)c3ccc4c(c3)C(C)(C)C(=O)N4C)CC2)c1C	.	3%	-3	2	9	4	-3%	12	-1.0%	-10%	-1%
COc1ccc(NC(=O)Cn2nc(C)c3ccccc3c2=O)cc1	1%	0%	0	-1	4	20	36%[activator]	-16	-0.8%	1%	3%
COc1cc(NC(=O)c2cccnc2SC)cc(OC)c1	-1%	4%	-1	0	-13	-7	7%	2	0.0%	-4%	-19%
COc1ccccc1NS(=O)(=O)c1cc(NC(=O)c2cc[n+]([O-])cc2)ccc1N1CCCC1	9%	-12%	12	0	-3	2	?	1	0.0%	?	-18%
O=C(Cc1ccc(NC2=NC3CS(=O)(=O)CC3S2)cc1)NCc1ccccc1 (stereo not given)	.	4%	-4	1	10	-14	.	-7	-0.1%	5%	-7%
COc1cccc(N2CCN(C3CC(=O)N(c4ccc(F)c(Cl)c4)C3=O)CC2)c1 (stereo not given)	-2%	0%	22	1	-14	8	2%	-36	0.0%	6%	4%
CCOc1ccc(NC(=O)NNC(=O)c2ccc(CC)s2)cc1	2%	0%	5	-5	.	10	1%	-23	0.2%	12%	2%
CCOc1ccc(C(C)NC(=O)c2ccc3c(c2)NC(=O)C(C)S3)cc1OCC (stereo not given)	.	-1%	4	.	-8	11	.	-24	0.1%	.	.
Cc1ccc(CN2CCc3[nH]c(=O)[nH]c(=O)c3C2)cc1	2%	11%	0	1	-3	-17	5%	21	-0.2%	14%	0%
CCOC(=O)c1[nH]cnc1C(=O)Nc1ccc(Cl)cc1	2%	1%	8	1	3	2	4%	-1	-0.6%	8%	0%
COC(=O)Nc1ccc2c(c1)OCO2	-1%	4%	-1	-5	-4	-5	1%	1	-0.7%	-3%	-7%
CCc1cc(C(=O)N2CCCC(CCC(=O)NCc3cccc(OC)c3)C2)no1 (stereo not given)	1%	0%	-1	2	-13	1	8%	9	-0.5%	3%	15%
CCCCN1CC(O)=C(c2nc(-c3ccc(Br)cc3)cs2)C1=N	0%	-1%	.	1	3	6	27%	4	-0.6%	.	-3%
O=C(Cc1csc(Nc2nc(=S)[nH]c3ccccc23)n1)N1CCN(c2cccc(Cl)c2)CC1	-3%	2%	3	-4	-2	5	12%	-10	0.0%	-22%	0%
COc1ccccc1N1C(=O)C=C(Sc2nc(C)cc(C)n2)C1=O	1%	0%	-4	-3	3	-12	-3%	-7	-0.4%	.	?
O=C(CS(=O)CC(=O)N(CC(=O)NC1CCCC1)C1CCCC1)Nc1ccc(F)cc1 (stereo not given)	0%	5%	-3	2	-19	3	-5%	-2	0.3%	3%	1%

Retrieved by structure from the list above:
SMILES	GALK inhibitor	USP2a block	TRPV1 ag	FBPA coupling cs	KCNH2 WT inh	Giardia killer	MLL CXXC-DNA inh	KCNH2 3.1 inh	B2AR arrestin	Menin-MLL TR inh	PKM2 activator
CCOc1ccc(C(C)NC(=O)c2ccc3c(c2)NC(=O)C(C)S3)cc1OCC (stereo not given)	.	-1%	4	.	-8	11	.	-24	0.1%	.	.
O=C(CS(=O)CC(=O)N(CC(=O)NC1CCCC1)C1CCCC1)Nc1ccc(F)cc1 (stereo not given)	0%	5%	-3	2	-19	3	-5%	-2	0.3%	3%	1%
CCc1cc(C(=O)N2CCCC(CCC(=O)NCc3cccc(OC)c3)C2)no1 (stereo not given)	1%	0%	-1	2	-13	1	8%	9	-0.5%	3%	15%
COC(=O)Nc1ccc2c(c1)OCO2	-1%	4%	-1	-5	-4	-5	1%	1	-0.7%	-3%	-7%
CCOC(=O)c1[nH]cnc1C(=O)Nc1ccc(Cl)cc1	2%	1%	8	1	3	2	4%	-1	-0.6%	8%	0%

Not all compounds are listed, so the mix of outcomes need not match the whole.
